Dicer inh – human Dicer pre-microRNA cleavage inhibition | z-score at 25 µM | Q9UPY3 | cat-ELCCA pre-miR-21 Dicer processing, chemiluminescence; active compounds read high | actives 6% (n = 47,000) | AID 1347074; in the data active = z-score above about 3, passing the limit was not always enough;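 also: plate controls were vehicle for no effect and no enzyme for full effect; higher signal means more uncleaved substrate so more Dicer inhibition; strong numbers were not always called active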
Target sequence (Q9UPY3 whole entry, looked up): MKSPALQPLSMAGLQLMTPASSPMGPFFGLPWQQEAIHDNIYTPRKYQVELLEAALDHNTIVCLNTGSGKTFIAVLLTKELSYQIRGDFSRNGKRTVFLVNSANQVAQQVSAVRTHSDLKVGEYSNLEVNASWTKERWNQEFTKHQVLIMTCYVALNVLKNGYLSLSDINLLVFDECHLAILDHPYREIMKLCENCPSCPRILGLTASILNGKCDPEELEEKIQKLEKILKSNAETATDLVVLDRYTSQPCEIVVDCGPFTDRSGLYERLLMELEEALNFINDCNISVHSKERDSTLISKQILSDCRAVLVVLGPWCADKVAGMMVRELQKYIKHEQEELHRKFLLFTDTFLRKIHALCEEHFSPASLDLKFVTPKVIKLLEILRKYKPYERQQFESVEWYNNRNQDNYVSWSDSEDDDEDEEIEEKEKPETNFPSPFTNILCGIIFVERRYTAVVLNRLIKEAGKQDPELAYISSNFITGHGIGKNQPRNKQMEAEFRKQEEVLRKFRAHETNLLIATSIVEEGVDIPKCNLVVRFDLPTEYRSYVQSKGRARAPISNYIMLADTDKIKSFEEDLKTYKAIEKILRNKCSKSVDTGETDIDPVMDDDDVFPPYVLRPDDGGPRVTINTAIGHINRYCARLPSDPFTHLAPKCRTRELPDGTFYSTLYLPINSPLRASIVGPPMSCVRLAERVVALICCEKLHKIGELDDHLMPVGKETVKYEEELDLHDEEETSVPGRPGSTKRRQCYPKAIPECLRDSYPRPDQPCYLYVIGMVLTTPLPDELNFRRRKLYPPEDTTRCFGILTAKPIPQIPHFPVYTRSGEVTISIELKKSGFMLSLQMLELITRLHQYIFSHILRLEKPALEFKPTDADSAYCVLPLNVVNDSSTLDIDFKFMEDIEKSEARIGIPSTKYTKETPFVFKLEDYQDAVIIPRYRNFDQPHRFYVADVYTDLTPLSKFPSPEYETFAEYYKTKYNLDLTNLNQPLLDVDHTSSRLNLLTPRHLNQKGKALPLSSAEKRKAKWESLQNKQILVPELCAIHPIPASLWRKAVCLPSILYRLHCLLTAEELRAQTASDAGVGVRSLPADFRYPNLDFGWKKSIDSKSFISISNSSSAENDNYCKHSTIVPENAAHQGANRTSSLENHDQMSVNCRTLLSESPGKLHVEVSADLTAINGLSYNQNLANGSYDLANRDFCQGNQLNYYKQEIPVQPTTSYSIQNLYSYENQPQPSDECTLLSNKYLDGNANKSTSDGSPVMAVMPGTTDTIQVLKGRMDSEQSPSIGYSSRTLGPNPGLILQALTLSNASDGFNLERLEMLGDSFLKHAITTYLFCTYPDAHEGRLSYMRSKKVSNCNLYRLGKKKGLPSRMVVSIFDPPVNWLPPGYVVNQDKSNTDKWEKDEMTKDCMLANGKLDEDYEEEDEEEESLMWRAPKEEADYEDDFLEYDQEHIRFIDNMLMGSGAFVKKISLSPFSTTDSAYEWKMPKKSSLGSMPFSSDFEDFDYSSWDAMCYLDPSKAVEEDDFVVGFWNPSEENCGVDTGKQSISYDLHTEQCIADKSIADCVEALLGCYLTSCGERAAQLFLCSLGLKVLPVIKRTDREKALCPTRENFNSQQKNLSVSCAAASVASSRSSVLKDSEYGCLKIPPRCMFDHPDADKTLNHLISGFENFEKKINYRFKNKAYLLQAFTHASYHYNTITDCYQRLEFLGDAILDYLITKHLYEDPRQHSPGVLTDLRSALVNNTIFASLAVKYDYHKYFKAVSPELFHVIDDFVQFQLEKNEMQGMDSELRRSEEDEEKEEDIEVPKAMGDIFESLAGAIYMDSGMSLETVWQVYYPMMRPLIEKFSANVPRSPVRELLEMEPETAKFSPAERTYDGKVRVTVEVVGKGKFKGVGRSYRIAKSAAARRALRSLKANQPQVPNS
The depositor's hits bear a star. Only part of the results is shown, so the mix of outcomes need not match the whole.

SMILES	Dicer inh
COC(=O)/C(C#N)=C/c1ccc(OC)c(Br)c1	-0.69
CCCOC(=O)C1=C(C)NC2=C(C(=O)CC(C)(C)C2)C1c1cc(Cl)c(O)c(OC)c1 (stereo not drawn)	-0.03
Nc1ccc(CCNc2ncnc3c2ncn3C2OC(CO)C(O)C2O)cc1 (stereo not drawn)	0.4
CC(C)(C)OC(=O)NCCNS(=O)(=O)c1ccc(N2C(=O)CC3(CCCC3)C2=O)c(Cl)c1	0.1
Cn1c(=O)c2cn(-c3ccc(O)cc3)cc2n(C)c1=O	-0.91
COC(=O)c1ccc(C2NC(=O)c3c(sc4c3CCN(C)C4)N2)cc1 (stereo not drawn)	-2.33
Cc1[nH][nH]c(=O)c1N=Nc1ccc(F)cc1	-0.64
COc1ccc(S(=O)(=O)Nc2cc(C)ccn2)c(C)c1C	0.46
O=C(O)C1c2ccccc2C(=O)N(C2CCCCC2)C12CCCCC2 (stereo not drawn)	1.27
O=S(=O)(NCCc1ccccn1)c1ccc(S(=O)(=O)N2CCCC2)cc1	-0.08
CCOC(=O)/C(C#N)=C/c1cn(-c2ccccc2)nc1-c1ccccc1	-1.5
Cc1ccc(C2/C(=C(\O)c3ccc(F)cc3)C(=O)C(=O)N2CCCN(C)C)cc1 (stereo not drawn)	-0.69
COC(=O)C1=C(C)NC2=C(C(=O)CCC2)C1c1ccc(OC)cc1OC (stereo not drawn)	-0.77
N#C/C(=C\c1c(F)cccc1Cl)S(=O)(=O)c1ccccn1	0.72
CN1CCC(c2cccs2)=N1	1.59
COC(=O)CSC1=C(C#N)C(c2ccco2)C(C(=O)Nc2ccc(Cl)cc2)=C(C)N1 (stereo not drawn)	0.93
Cc1[nH]c2ccccc2c(=O)c1CN1CCOCC1	-0.84
Fc1ccc(-c2csc(Nc3ccccc3Cl)n2)cc1	-1.16
CCOC(=O)c1cnn(-c2ncnc3sc4c(c23)CCN(C(=O)OCC)C4)c1N	2.53
CCOC(=O)C(=CNc1nc(-c2cc(C#N)c(=O)[nH]c2C)cs1)C(=O)OCC	-0.22
CCCCNC(=O)n1ccc(-c2nn(-c3ccc(F)cc3)ccc2=O)n1	1.45
O=C1/C(=C/c2ccc3c(c2)OCO3)CCC/C1=C\c1ccc2c(c1)OCO2	-1.56
Cc1ccc(N2C(=O)C3ON(c4ccccc4)C(c4ccccc4O)C3C2=O)cc1 (stereo not drawn)	0.87
COc1cc(C2Nc3cccc4cccc(c34)N2)ccc1OCc1ccccc1	2.91
COc1ccc(CCn2nnc3ccccc3c2=O)cc1OC	-1.23
O=C(c1cccc([N+](=O)[O-])c1)N1c2ccccc2Sc2ccccc21	-0.55
Cc1c(C)c(C)c(CSCC(=O)NN)c(C)c1C	-0.98
N#C/C(=C\N1CCOCC1)C(=O)Nc1ccc(F)c(Cl)c1	-0.47
O=C(Oc1ccc2c(c1)oc(=O)c1ccccc12)C1CCCCC1	5.85
COC(=O)C(O)(NC(=O)c1ccc(C)cc1)C(F)(F)F (stereo not drawn)	-0.6
O=C1NC(=O)c2cc([N+](=O)[O-])c(SCc3ccc(Cl)cc3)cc21	-0.27
CSc1nc(NS(=O)(=O)c2cc(C)c(Cl)cc2Cl)nn1C	-0.77
COCCCNC(=S)N/N=C/c1ccccc1O	1.62
O=C1CC(NC2CCN(c3ncccn3)CC2)C(=O)N1c1ccc(Cl)cc1 (stereo not drawn)	0.16
CCN(CC)OC(=O)Nc1c(-c2c(Cl)cccc2Cl)noc1C	0.04
Cc1ncc([N+](=O)[O-])n1CCOC(=O)c1ccco1	0.42
Cn1c(=O)c2c3nc4cc(Cl)cc(Cl)c4cc3c(=O)n(C)c2n(C)c1=O	-0.99
Cc1c(C(c2cccs2)c2c(C)n(C)n(-c3ccccc3)c2=O)c(=O)n(-c2ccccc2)n1C	-0.78
S=C(NC1CCCCC1)NC1CC2C=CC1C2 (stereo not drawn)	0.38
Cn1cc[nH]c1=S	-0.09
COc1ccc(-n2ncc(NC(=O)N3CCOCC3)c2C)cc1	2.1
COC(=O)Cc1nc(-c2ccc(Cl)cc2)sc1C	-1.04
Clc1ccc(C2NCCc3sccc32)cc1 (stereo not drawn)	1.19
O=C(C1=C(O)C(=O)N(Cc2cccnc2)C1c1cccc(Oc2ccccc2)c1)c1cccs1 (stereo not drawn)	-1.47
O=c1cc(-c2ccc(Cl)cc2)oc2cc(OCC(O)CS(=O)(=O)c3ccc(Cl)cc3)ccc12 (stereo not drawn)	1.35
CCOc1ccc2c(c1)C(C)=CC(C)(C)N2S(=O)(=O)c1ccc(Br)cc1	-0.54
Cc1nc(SCC(=O)O)c2oc3ccccc3c2n1	-0.47
CCn1nc(C)c(NC(=O)c2ccc(Cl)cc2)c1C(=O)OC	-1.36
O=C(Nc1cc(Cl)cc(Cl)c1)Nc1ccc(C(F)(F)F)cn1	-2.14
Cn1c(=O)c2c(nc(Cl)n2Cc2ccc(F)cc2)n(C)c1=O	3.12*

Later entries
SMILES	Dicer inh
CCOC(=O)CC(=O)c1c[nH]c2ccccc12	14.6
CC(=O)Nc1c2ccccc2n2c(C)nc3ccc(Cl)cc3c12	1.44
Cc1cc(F)ccc1S(=O)(=O)Nc1ccc2oc3c(c2c1)CC(C)CC3 (stereo not drawn)	6.57*
CS(=O)(=NC(=O)c1ccc(Cl)cc1)c1ccc(Cl)cc1 (stereo not drawn)	6.36
CC12CCC(C1)C(C)(C)C2NCC(=O)N(c1ccccc1)C1CCCCC1 (stereo not drawn)	-0.24
Cn1c2c(c3ccccc31)/C(=N/OC(=O)c1ccc(C(C)(C)C)cc1)CCC2	-1.23
O=C(NNc1c(Cl)cncc1Cl)c1sccc1Cl	-0.09
Nc1nc2ccc(Oc3ccc4nc(N)sc4c3)cc2s1	3.68*
CC(C)c1ccc(NC(=O)COc2ncnc3cc(Cl)ccc23)cc1	0.07
O=C(Oc1ccc2ccccc2c1)c1cncc(Br)c1	1.42
Oc1c(-c2nc(-c3ccc(Cl)cc3Cl)cs2)sc2ccccc12	-1.35
CCCc1c(C(=O)OCC)cnn1-c1ccc(Cl)cc1	-1.33
Cc1cc(C)cc(NC(=O)Nc2nnc(C3CC3)s2)c1	-0.02
Cc1ccc(-c2cn3c(n2)COc2ccccc2-3)cc1	-0.07
O=C(NC(=O)N1CCSCC1)c1c(Cl)cccc1Cl	-0.66
Cc1nn(-c2ccc(C(C)(C)C)cc2)c(=O)c2noc(C)c12	2.12
COc1cccc(CN2CCN(Cc3ccccc3Br)CC2)c1OC	1.37
O=C(O)CCC(=O)N1CCN(C(=O)c2ccco2)CC1	-0.51
CCc1ccnc(NC(=O)Nc2ccccc2C)c1	-2.3
CCOC(=O)c1nn(-c2ccc(Cl)cc2)c(=O)c2c(N)scc12	10.6

Pulled one by one from the list above, 2 records:
SMILES	Dicer inh
CCc1ccnc(NC(=O)Nc2ccccc2C)c1	-2.3
CCOC(=O)c1nn(-c2ccc(Cl)cc2)c(=O)c2c(N)scc12	10.6

Next compounds follow:
SMILES	Dicer inh
CN1CN=C(SCc2ccc(Cl)c(Cl)c2)NC1	-1.33
CSc1nnc2c(n1)OC(c1ccccc1OCC(=O)O)Nc1ccccc1-2 (stereo not drawn)	4.48*
Cc1ccc2oc3c(c(=O)c2c1)C(c1ccccc1)N(Cc1ccc2c(c1)OCO2)C3=O (stereo not drawn)	0.88
CCc1ccc(C2c3c(oc4ccccc4c3=O)C(=O)N2c2nncs2)cc1 (stereo not drawn)	-0.35
CCCCOC(=O)C1=C(C)NC2=C(C(=O)CC(c3ccccc3)C2)C1c1ccco1 (stereo not drawn)	1.24
O=C(Oc1cccc(NC2=NS(=O)(=O)c3ccccc32)c1)c1cccs1	1.05
COc1ccc(CSC2=C(C#N)C(=O)NC3(CCCCC3)S2)cc1	-1.27
CCC(C)NC(=O)CCSc1nc(-c2ccc3c(c2)OCO3)cc(C(F)(F)F)n1 (stereo not drawn)	-2.2
CCOC(=O)c1ccc(OC(=O)c2ccc(Cl)cc2[N+](=O)[O-])c(Cl)c1	-0.16
CCOC(=O)c1sc(-c2cccc(Cl)c2)nc1O	5.79

Another view of 18 compounds above:
mol,Dicer inh
Cc1cc(C)cc(NC(=O)Nc2nnc(C3CC3)s2)c1,-0.02
Cc1ccc(-c2cn3c(n2)COc2ccccc2-3)cc1,-0.07
O=C(NC(=O)N1CCSCC1)c1c(Cl)cccc1Cl,-0.66
Cc1nn(-c2ccc(C(C)(C)C)cc2)c(=O)c2noc(C)c12,2.12
COc1cccc(CN2CCN(Cc3ccccc3Br)CC2)c1OC,1.37
O=C(O)CCC(=O)N1CCN(C(=O)c2ccco2)CC1,-0.51
CCc1ccnc(NC(=O)Nc2ccccc2C)c1,-2.3
CCOC(=O)c1nn(-c2ccc(Cl)cc2)c(=O)c2c(N)scc12,10.6
CN1CN=C(SCc2ccc(Cl)c(Cl)c2)NC1,-1.33
CSc1nnc2c(n1)OC(c1ccccc1OCC(=O)O)Nc1ccccc1-2 (stereo not drawn),4.48*
Cc1ccc2oc3c(c(=O)c2c1)C(c1ccccc1)N(Cc1ccc2c(c1)OCO2)C3=O (stereo not drawn),0.88
CCc1ccc(C2c3c(oc4ccccc4c3=O)C(=O)N2c2nncs2)cc1 (stereo not drawn),-0.35
CCCCOC(=O)C1=C(C)NC2=C(C(=O)CC(c3ccccc3)C2)C1c1ccco1 (stereo not drawn),1.24
O=C(Oc1cccc(NC2=NS(=O)(=O)c3ccccc32)c1)c1cccs1,1.05
COc1ccc(CSC2=C(C#N)C(=O)NC3(CCCCC3)S2)cc1,-1.27
CCC(C)NC(=O)CCSc1nc(-c2ccc3c(c2)OCO3)cc(C(F)(F)F)n1 (stereo not drawn),-2.2
CCOC(=O)c1ccc(OC(=O)c2ccc(Cl)cc2[N+](=O)[O-])c(Cl)c1,-0.16
CCOC(=O)c1sc(-c2cccc(Cl)c2)nc1O,5.79

(continued)
SMILES	Dicer inh
O=C1C=C(Nc2cccc(Cl)c2)CC(c2ccco2)C1 (stereo not drawn)	1.48
CCCN(CCC)C(=O)C1Sc2nnc(C)n2NC1c1ccc(Cl)cc1 (stereo not drawn)	-0.49
CCc1ccc2[nH]cc(C(=O)O)c(=O)c2c1	0.15
CC1c2ccsc2CCN1S(=O)(=O)c1ccccc1 (stereo not drawn)	3*
CC1=C(C(=O)OCc2ccccc2)C(c2cccc(Cl)c2)C2=C(CCCC2=O)N1 (stereo not drawn)	0.29
CCOC(=O)c1c(NC(=O)c2ccco2)sc2c1CCC(C)C2 (stereo not drawn)	3.27*
COc1ccc(C2C(C#N)=C(N)Oc3cc(O)ccc32)cc1Br (stereo not drawn)	0.46
O=C(Nc1cccc2ncccc12)c1sc2ccccc2c1Cl	0.23
CCOC(=O)C1=C(C)NC(C)=C(C(=O)OCC)C1c1ccccc1/C=C/C(=O)OC(C)(C)C	0.68
O=C(Nc1cccc(Br)c1)c1cccs1	0.25
Cc1ccc(S(=O)(=O)N=S2(=O)CCCS(=O)(=O)C2)cc1 (stereo not drawn)	0.81
Cc1cc2c(cc1C)CSC(C)(c1ccc([N+](=O)[O-])cc1)SC2	0.1
CCC(CO)NC(=S)Nc1c(C)cc(C)cc1C (stereo not drawn)	-0.92
C/C(=N\NC(=O)c1ccc(Cl)cc1)C1CC1	0.29
CNNC(=S)NCCC1=CCCCC1	1.78
CNS(=O)(=O)c1cc(-c2nnc(OC)c3ccccc23)ccc1C	-1.28
COc1cc(C(Sc2ccccc2)Sc2ccccc2)cc(OC)c1OC	-0.32
COc1cccc(C2CC(c3ccc(Cl)cc3)Nc3nc(N)nn32)c1 (stereo not drawn)	-0.27
COC(=O)C1=C(C)NC2=C(C(=O)CC(C)(C)C2)C1c1ccc(Cl)cc1 (stereo not drawn)	-0.58
Cc1cc(C)c(SCCC(=O)N2CCN(c3ncc(C(F)(F)F)cc3Cl)CC2)c(C)c1	-3.17
Cc1ccc(C)n1-c1nn(S(C)(=O)=O)c2cccc(F)c12	0.29
CC1=C(/C=C/C(C)=C/C=C/C(C)=C\C(=O)O)C(C)(C)CCC1	-0.43
CC(C)S(=O)(=O)c1cnc(-c2ccccn2)nc1N	2.82
COc1ccc(S(=O)(=O)NCc2ccc3c(c2)OCO3)cc1OC	3.57*
COCCCn1c2c(c(=O)[nH]c1=O)C(c1ccc(SC)cc1)C1=C(N2)c2ccccc2C1=O (stereo not drawn)	-0.16
Cc1nc(N)c(S(=O)(=O)c2ccccc2)c(Nc2ccc(Br)cc2)n1	0.94
CN(C)/C=C(\C#N)S(=O)(=O)c1ccc(Cl)cc1	1.02
Cc1ccc(C2=N/C(=C\c3cccs3)C(=O)O2)cc1[N+](=O)[O-]	-1.08
CC(C)N(CCC#N)C(=O)Nc1ccccc1Cl	0.78
CCN(CC)C(=O)CN(C#N)c1nc(C)cc(C)n1	2.89
COc1nc(C)ccc1-c1noc(-c2cccc(C)c2)n1	0.7
O=S(=O)(NC1=NCC2CCCC2N1)c1ccccc1 (stereo not drawn)	-2.15
CSCC(O)Cn1ncc2ccccc2c1=O (stereo not drawn)	0.73
CC(C)CC(NC(=O)OC(C)(C)C)C(N)=O (stereo not drawn)	-0.64
CC1(C)C(=O)OC(C(=O)c2ccc(-c3ccccc3)cc2)C(C)(C)C1=O (stereo not drawn)	-0.53
CC1SCC(=NOCc2c(Cl)cccc2Cl)CS1 (stereo not drawn)	0.76
COc1ccc2nc(C)cc(-n3nc(C)cc3C)c2c1	0.47
COc1ccccc1C1CCN(S(=O)(=O)c2ccc(C)cc2)CC1	-0.71
OCc1nc2ccccc2n1CC(O)COc1ccc(Cl)cc1 (stereo not drawn)	-1.95
CN(C1=NS(=O)(=O)c2ccccc21)c1ccccc1C(=O)O	2
O=C1c2oc3ccc(Cl)cc3c(=O)c2C(c2ccc(O)cc2)N1Cc1ccc2c(c1)OCO2 (stereo not drawn)	2.56
CC(C)(Oc1ccc(Cl)cc1)C(=O)Nc1ncn[nH]1	1.89
O=C(c1nnc(-c2ccccc2)o1)N1CCN(C(c2ccccc2)c2ccccc2)CC1	-1.09
C=CCNc1nc(C2(C)CC3(CC(C)OC3=O)C(=O)O2)cs1 (stereo not drawn)	3.48*
Cc1ccc(C2Nc3ccccc3NC3=C2C(=O)CC(c2ccccc2)C3)cc1 (stereo not drawn)	1
COCC(=O)O[C@]1(CCN(C)CCCc2nc3ccccc3[nH]2)CCc2cc(F)ccc2[C@@H]1C(C)C	-0.17
O=C(Nc1ccc(Cl)cc1Cl)Nc1cc(C(F)(F)F)ccc1N1CCOCC1	2.74
NCCCCNCCCN	-0.16
O=C(O)CCSc1nnc2sc3ccccc3n12	0.75
Cc1cc(S(=O)(=O)Nc2ccc3c(c2)OCC2CCCN32)c(C)s1 (stereo not drawn)	6.74
